# NTR1 agonist: agonists of NTR1, primary screen, imaging, U2OS cells, beta-arrestin-GFP, high content (AID 493036); NTR1-U2OS beta-arrestin-GFP spot imaging, agonist mode; activation, % at 20 µM; 330,000 tested, 0.17% active;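 active means activation at or above 40% of the spot to cytoplasm intensity ratio, with at least 20 cells analyzed; inconclusive means wells under 20 cells, flagged as cytotoxic or low count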;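 further: 0% = DMSO without peptide and 100% = 100 nM NTR1 peptide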
# Target sequence (P30989 whole entry, looked up): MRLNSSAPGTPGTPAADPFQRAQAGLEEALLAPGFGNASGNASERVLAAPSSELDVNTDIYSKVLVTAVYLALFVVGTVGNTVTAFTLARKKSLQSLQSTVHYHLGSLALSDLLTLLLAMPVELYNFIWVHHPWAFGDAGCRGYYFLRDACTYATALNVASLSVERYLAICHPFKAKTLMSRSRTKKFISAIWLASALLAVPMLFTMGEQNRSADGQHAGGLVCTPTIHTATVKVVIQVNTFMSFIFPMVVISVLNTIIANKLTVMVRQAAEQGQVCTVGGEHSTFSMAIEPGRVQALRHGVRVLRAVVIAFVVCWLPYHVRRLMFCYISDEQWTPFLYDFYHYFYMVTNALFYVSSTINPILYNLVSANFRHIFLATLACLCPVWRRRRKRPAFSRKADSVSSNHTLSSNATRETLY
# Myeloid diff 2: induction of myeloid progenitor differentiation, primary screen, cell-based, flow cytometry, MLPCN library | calls only at 10 µM | ER-HoxA9 myeloid progenitors, lysozyme-GFP differentiation | 360,000 tested, 1% active;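 active means normalized GFP-positive differentiation at or above the plate's own cutoff, the solvent-only control mean plus 3 SD; inconclusive means no clear call, values can overlap the other calls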;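 further: cells exposed to compound for four days before flow analysis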
# T cell modulator: modulators of CD8 T cell-vesicle binding, primary screen, mouse 2C CD8+ T cells, flow cytometry; 2C CD8+ T cell-vesicle binding; stronger effect = lower value; calls only at 7 µM; 330,000 tested, 0.068% active;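 active means response, share of CD8 T cells binding vesicles, and their 90th percentile fluorescence all below set limits, cut at about 80% in these data, passing the limit was not always enough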
#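 Assay system – 2C mouse CD8+ T cells · Also added – QL9-loaded Drosophila micro-vesicles · Timing – Cell–vesicle co-incubation 1.5 h at 37 °C, staining 20 min on ice · Signal – flow cytometry of vesicle-bound cells · Measure – percent CD8+ FL2 mean versus row control · Controls – Peptide-free naked vesicles (low) and QL9 vesicles with 0.7% DMSO vehicle (high)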
# T cell modulator vesicle-bound %: further read-out of T cell modulator, marked with its call; double positive events, %; measured here: CD8+ vesicle-bound cell fraction;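 binding gate set so that unloaded-vesicle control wells show 10% double positive cells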
# NTR1 agonist cell count 20 µM: recorded beside NTR1 agonist, whose call it bears; cell count; measured here: cell count, cytotoxicity flag
# Myeloid diff 2 GFP+ MAC1+ %: also measured in Myeloid diff 2; calls as there; GFP+ MAC1+ double positive, %; measured here: differentiation confirmed by MAC1 staining
# * = called active by the depositor; i = inactive; ? = inconclusive; . = not tested or not shown. Only part of the results is shown (hit frequency here may not be typical).
SMILES,NTR1 agonist,NTR1 agonist cell count 20 µM,Myeloid diff 2,Myeloid diff 2 GFP+ MAC1+ %,T cell modulator,T cell modulator vesicle-bound %
CCOC(=O)C1=C(C)NC(C)=C(C(=O)OCC)C1C(=O)OCC(=O)N(C)Cc1ccccc1,0.4,57,i,0.9,i,46
O=C(Cc1ccc(F)cc1)NCCS(=O)(=O)N1CCN(c2ccccc2)CC1,0.0,60,i,1.4,i,36
COc1ccc(S(=O)(=O)N(C)C[C@H]2Oc3c(NC(=O)CCC(F)(F)F)cccc3C(=O)N([C@H](C)CO)C[C@@H]2C)cc1,3.7,48,i,1.4,i,15
COc1cc(C(=O)OCC(=O)NC2CC2)cc(OC)c1OC,3.0,57,i,0.3,i,39
O=C(Nc1cc(Cl)ccc1Oc1ccccc1)C1=COCCO1,3.9,69,i,0.3,i,36
CON(C)S(=O)(=O)NC(=O)C1=C(N2CCCC2)COC1=O,1.1,53,i,1.7,i,47
CC(=O)Nc1cc(NC(C)=O)cc(C(=O)OCC(=O)N(c2ccccc2)C2CCS(=O)(=O)C2)c1 (stereo not drawn),12,63,i,1.0,i,55
CCN(CC)S(=O)(=O)c1cc(NC(=O)CSc2n[nH]c(N)n2)ccc1C,1.1,40,i,0.8,i,32
COc1c(-c2ccccc2)oc2c(ccc3occc32)c1=O,1.1,50,i,0.9,i,40
CC1CCCN(C(=O)c2cccc(S(=O)(=O)N3CCCc4ccccc43)c2)C1 (stereo not drawn),1.5,50,i,0.9,i,30
O=C(NCCCN1CCOCC1)c1ccc2ccccc2c1,0.4,59,i,1.1,i,2
CC(C)(C)N1C(=O)[C@H]2[C@@H](c3ccc(Br)cc3)N3C(=O)N(c4cccc(F)c4)C(=O)[C@@]3(C)[C@H]2C1=O,5.7,80,i,1.1,i,20
CCOC(=O)c1ccc(-c2c(-c3ccc(OC)cc3)oc(=O)c3cc(OC)c(OC)cc23)cc1F,3.2,62,i,3.2,i,23
O=C(c1cccc([N+](=O)[O-])c1)N1CCN(S(=O)(=O)/C=C/c2ccccc2)CC1,2.0,60,i,0.4,i,48
Cc1cc2occ(CC(=O)N(C)CC(=O)Nc3ccccc3Cl)c2cc1C,0.3,71,i,0.9,i,33
NS(=O)(=O)c1cccc(NC(=O)COC(=O)c2cc([N+](=O)[O-])ccc2N2CCCC2)c1,0.0,45,i,0.6,i,57
O=C(CCN=C1NS(=O)(=O)c2ccccc21)OCC(=O)c1ccc(F)cc1,0.5,53,i,0.6,i,43
COc1ccc(C(CNC(=O)c2ccc(OC)c(S(=O)(=O)N3CCCC3)c2)N2CCCC2)cc1 (stereo not drawn),-0.7,46,i,0.4,i,37
COc1ccc2oc(C(=O)N3CCN(C(c4ccccc4)c4ccccc4)CC3)c(C)c2c1,1.3,55,i,0.4,i,35
COC(=O)c1c(C)cc(O)cc1O,-1.0,88,i,1.9,i,42
O=[N+]([O-])c1ccc(Cc2ccccn2)cc1,0.5,54,i,1.0,i,48
Cc1ccn2c(=O)nc(SCC(=O)N3CCCCCC3)nc2c1,0.0,75,i,0.7,i,51
O=C(CSc1cc(Cl)ccc1Cl)Nc1ccc(N2CCOCC2)cc1,-1.8,95,i,1.9,i,44
CCC(=O)Nc1ccc(C(=O)COC(=O)Cc2ccsc2)cc1,1.2,52,i,0.0,i,26
Cc1ccc(CNC(=O)c2ccc(N3CCC4(CC3)CC(c3ccccc3)=NO4)c(NC(=O)c3c(Cl)cccc3Cl)c2)cc1,-1.8,53,i,0.4,i,28
COC(=O)C1=C[C@@H](C(=O)OC)C2C3=C(C(=O)C24CCCCC4)[C@H](C)n2c(=O)n(-c4ccccc4)c(=O)n2[C@@H]3C1 (stereo partly drawn),-0.6,62,i,1.1,i,13
COC(=O)c1ccc(COC(=O)CNC(=O)C2CCCCC2)cc1,3.0,57,i,0.4,i,43
Cc1ccc2nc(-c3ccccc3)cc(C(=O)N3CCN(c4ccccc4O)CC3)c2c1,14,66,i,0.7,i,28
O=C(CNC(=O)c1ccc(-c2ccccc2)cc1)Nc1cccc(CO)c1,0.6,61,i,0.7,i,49
CC1CC1C(=O)OCC(=O)N(C)c1c(N)n(Cc2ccccc2)c(=O)[nH]c1=O (stereo not drawn),0.4,57,i,0.2,i,18
Cc1nnc(SCC(=O)N2CCN(c3cccc(Cl)c3)CC2)n1C1CC1,-0.5,61,i,1.1,i,37
NC(=O)C1CCN(c2nc3ccccc3nc2NS(=O)(=O)c2ccc(Br)cc2)CC1,1.8,58,i,0.8,i,47
CCN(CC)C(CNC(=O)CSc1nnnn1-c1cccc(F)c1)c1ccco1 (stereo not drawn),1.7,76,i,1.8,i,36
CCc1ccc(NC(=O)C(C)OC(=O)/C=C/c2ccc(O)c(OC)c2)cc1 (stereo not drawn),11,70,i,1.4,i,47
C#CCOCCOCCOCCNc1nc(N2CCN(C(=O)[C@H]([C@@H](C)CC)n3cc(CCCCN)nn3)CC2)nc(N2CCN(C(=O)[C@H]([C@@H](C)CC)n3cc(CCCN=C(N)N)nn3)CC2)n1,-4.5,86,i,0.7,i,3
CC1(C(=O)Nc2ccc(S(=O)(=O)Nc3ncccn3)cc2)CCCC1,1.9,64,i,0.5,i,43
O=C(OCC(=O)N1CCN(C(=O)c2ccco2)CC1)c1ccc(Cl)nc1,-1.9,64,i,0.7,i,37
Cc1ccc(S(=O)(=O)N2CCC(C(=O)Nc3ccccc3N3CCCC3)CC2)c(C)c1,0.5,79,i,1.1,i,4
Cc1cc(Cl)ccc1OCC(=O)OCC(=O)NC1CCS(=O)(=O)C1 (stereo not drawn),1.1,62,i,0.7,i,45
Cc1cc(SCC(=O)OCC(=O)N2CCCC2=O)c(C)cc1Br,-0.2,59,i,0.9,i,29
Cc1nc2ccccc2n1CC(=O)c1ccc(O)c(O)c1,2.6,56,i,2.9,i,16
O=C(Nc1cccc(C(=O)Nc2ccccc2C(=O)O)c1)c1cccc(Cl)c1,0.6,64,i,0.5,i,32
COc1ccc(C(=O)OC(C)C(=O)NC2CCCC2)cc1S(=O)(=O)N1CCOCC1 (stereo not drawn),1.3,86,i,0.6,i,42
O=C(Nc1ccncc1)c1ccc(Cl)c(S(=O)(=O)N2CCc3ccccc32)c1,8.2,72,i,2.1,i,56
COc1cc(-c2nc3ccccn3c2NCc2ccccc2)ccc1SC1CCCCC1,8.2,81,i,2.2,i,7
COc1ccc([C@H]2CC(=O)C=C(c3ccc(C)c(F)c3)C2)cc1,4.5,64,i,0.6,i,31
O=C(/C=C/c1ccc(F)cc1)OCC(=O)c1ccc[nH]1,0.3,68,i,0.6,i,45
O=C(COC(=O)C1CCN(c2ccc(C(F)(F)F)cn2)CC1)NCc1ccc(F)cc1,0.6,53,i,0.7,i,27
CC(OC(=O)c1ccccn1)C(=O)Nc1ccc2c(c1)OCCO2 (stereo not drawn),-0.3,72,i,0.3,i,22
Cc1ccc(SCC(=O)OCC(=O)NC2CCCCCCC2)cc1,-0.6,59,i,0.8,i,54
COc1ccc2c(c1)[C@H]1[C@H](CO2)[C@H](c2ccccc2)[C@]2(C)C(=O)N[C@H](C)C(=O)N12,1.3,51,i,0.9,i,42
C=CCNC(=O)c1ccc(NC(=O)CC2SC(N3CCCC3)=NC2=O)cc1 (stereo not drawn),-0.3,63,i,0.8,i,10
Cc1cc(C)cc(N(CCC#N)C(=O)COC(=O)C2=COCCO2)c1,1.1,67,i,1.0,i,34
Cc1noc(C)c1S(=O)(=O)Nc1ccc2c(c1)C(=O)N([C@H](C)CO)C[C@H](C)[C@@H](CN(C)C(=O)NC1CCCCC1)O2,-1.3,66,i,2.0,i,54
COc1ccc(CCC(=O)OCC(=O)NCc2ccccc2)cc1,-0.1,64,i,1.0,i,31
O=C(O)c1ccc(OS(=O)(=O)c2cccc(C(F)(F)F)c2)cc1,1.2,67,i,0.9,i,33
COc1ccc(NC(=O)c2ccccc2NC(=O)CN2CCCCCC2)cc1,0.7,40,i,0.5,i,48
CCn1c(SCC(=O)N2c3ccccc3CC2C)nnc1-c1ccco1 (stereo not drawn),1.2,88,i,0.8,i,11
CC(=O)NC12CC3CC(C1)CC(C(=O)N1CCN(C(=O)c4ccco4)CC1)(C3)C2,0.8,45,i,0.2,i,43
CCN(C(=O)CN1C(=O)c2ccccc2S1(=O)=O)C1CCCCC1,0.9,74,i,1.3,i,57

# 5 entries out of the list above, arranged by the number in Myeloid diff 2 GFP+ MAC1+ %, smallest number first:
Compound | Myeloid diff 2 GFP+ MAC1+ % | T cell modulator | T cell modulator vesicle-bound %
O=C(Nc1cccc(C(=O)Nc2ccccc2C(=O)O)c1)c1cccc(Cl)c1 | 0.5 | i | 32
NS(=O)(=O)c1cccc(NC(=O)COC(=O)c2cc([N+](=O)[O-])ccc2N2CCCC2)c1 | 0.6 | i | 57
CCN(CC)S(=O)(=O)c1cc(NC(=O)CSc2n[nH]c(N)n2)ccc1C | 0.8 | i | 32
O=C(NCCCN1CCOCC1)c1ccc2ccccc2c1 | 1.1 | i | 2
COC(=O)c1c(C)cc(O)cc1O | 1.9 | i | 42

# Single entries from the results shown:
# Myeloid diff 2 GFP+ MAC1+ % result of C=CCNC(=O)c1ccc(NC(=O)CC2SC(N3CCCC3)=NC2=O)cc1 (stereo not drawn) : 0.8
# NTR1 agonist cell count 20 µM result of O=C(COC(=O)C1CCN(c2ccc(C(F)(F)F)cn2)CC1)NCc1ccc(F)cc1 : 53
# NTR1 agonist cell count 20 µM result of CCN(C(=O)CN1C(=O)c2ccccc2S1(=O)=O)C1CCCCC1 : 74

# Next section
SMILES,NTR1 agonist,NTR1 agonist cell count 20 µM,Myeloid diff 2,Myeloid diff 2 GFP+ MAC1+ %,T cell modulator,T cell modulator vesicle-bound %
CCN(CC(=O)NC(=O)Nc1ccccc1F)Cc1ccccc1,1.3,44,i,0.9,i,56
CCCCN(C(=O)c1cccs1)c1c(N)n(Cc2ccccc2)c(=O)[nH]c1=O,-1.1,69,i,0.5,i,53
COc1ccc(NC(=O)CN(C)C(=O)c2cc(S(=O)(=O)N3CCCCCC3)ccc2OC)cc1,0.4,61,i,1.1,i,50
O=C(COc1ccc([N+](=O)[O-])cc1Cl)N1CCc2ccccc21,-1.6,62,i,0.3,i,44
CCOC(=O)c1[nH]c(C)c(C(=O)OCC(=O)NC(C)c2ccc(F)cc2)c1C (stereo not drawn),4.5,56,?,.,i,34
CC(C)n1nccc1NS(=O)(=O)c1ccccc1,-1.7,62,i,0.6,i,37
O=C(OCc1ccc([N+](=O)[O-])cc1)C1CC(=O)N(Cc2ccccc2)C1 (stereo not drawn),0.9,42,i,0.5,i,31
COC(=O)c1ccc(C2=NOC(C)(c3nnc(-c4cccc(Cl)c4)o3)C2)cc1 (stereo not drawn),-0.1,90,i,0.8,i,26
COC(=O)C(C)(N)Cc1ccc(O)cc1 (stereo not drawn),1.9,58,i,1.0,i,18
O=C(COC(=O)c1cccc(OC(F)F)c1)Nc1cccc(S(=O)(=O)N2CCCC2)c1,-1.5,70,i,0.7,i,34
O=C(NS(=O)(=O)N1CCCC1)C1=C(N2CCCC2)COC1=O,-1.1,43,i,1.4,i,20
O=C(/C=C/c1ccccc1)NCCS(=O)(=O)N1CCN(c2ccccc2F)CC1,2.5,59,i,0.7,i,20
COCCn1c(SCc2ccc(Cl)cc2)nc2c1c(=O)[nH]c(=O)n2C,2.8,44,i,0.7,i,31
CC(Oc1ccc(Cl)cc1)C(=O)Nc1ccccc1N1CCOCC1 (stereo not drawn),2.0,74,i,2.3,i,50
CCN(CC)C(=O)c1cccc(NC(=O)c2ccc3c(=O)n4c(nc3c2)CCC4)c1,-0.7,63,i,0.6,i,27

# Shown as tab-separated lines: part of the list above.
SMILES	NTR1 agonist	NTR1 agonist cell count 20 µM	Myeloid diff 2	Myeloid diff 2 GFP+ MAC1+ %	T cell modulator	T cell modulator vesicle-bound %
O=C(COC(=O)c1cccc(OC(F)F)c1)Nc1cccc(S(=O)(=O)N2CCCC2)c1	-1.5	70	i	0.7	i	34
O=C(NS(=O)(=O)N1CCCC1)C1=C(N2CCCC2)COC1=O	-1.1	43	i	1.4	i	20

# The list goes on:
SMILES,NTR1 agonist,NTR1 agonist cell count 20 µM,Myeloid diff 2,Myeloid diff 2 GFP+ MAC1+ %,T cell modulator,T cell modulator vesicle-bound %
CS(=O)(=O)c1ccc(CNC(=O)C2(C(F)(F)F)C/C(=C\Cc3ccccc3)CCCO2)cc1 (stereo not drawn),2.8,73,i,3.1,i,29
O=C(COC(=O)c1c[nH]c2ccccc12)Nc1cccc(F)c1,-1.1,60,i,0.6,i,24
COc1cccc(C(=O)Nc2cc3c4c(c2)CC(=O)N4CCC3)c1,-0.9,54,i,0.5,i,13
CCOC(=O)C1CCN(C(=O)COc2ccc(C(=O)c3ccccc3)cc2)CC1,2.1,51,i,0.0,i,41
Cn1c(N)c(C(=O)COC(=O)/C=C/c2ccc(Cl)cc2)c(=O)n(C)c1=O,9.6,45,i,1.7,i,47
CCOC(=O)C(Cc1ccc(NC(C)=O)cc1)N1C(=O)c2ccccc2C1=O (stereo not drawn),-1.8,58,i,0.6,i,12

# Screening results: PubChem BioAssay, several laboratories
